GASC1 inh = KDM4C (human) demethylase inhibition. Q9H3R0. GST-KDM4C 2-372, H3K9me3 peptide, LANCE TR-FRET. inhibition, % at 12.5 µM. 96,000 compounds, 0.15% hits;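 active = mean replicate inhibition above about 25%, with at least 55% of replicates also reaching it, limit read from the data, passing the limit was not always enough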
Target sequence (Q9H3R0 2-372 limits assumed): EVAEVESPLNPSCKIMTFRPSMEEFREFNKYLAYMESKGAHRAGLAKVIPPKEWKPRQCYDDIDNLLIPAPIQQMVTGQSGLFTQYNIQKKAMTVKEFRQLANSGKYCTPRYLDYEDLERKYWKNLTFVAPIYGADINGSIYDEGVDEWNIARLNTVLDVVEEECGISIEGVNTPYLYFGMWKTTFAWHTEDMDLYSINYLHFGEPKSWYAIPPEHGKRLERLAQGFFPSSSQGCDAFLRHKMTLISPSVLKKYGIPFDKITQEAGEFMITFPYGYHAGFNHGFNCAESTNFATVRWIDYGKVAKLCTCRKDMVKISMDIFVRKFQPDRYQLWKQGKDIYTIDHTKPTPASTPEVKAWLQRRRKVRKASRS
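Material: GST-tagged GASC-1 (JMJD2C) catalytic fragment, aa 2-372 / Quantity: enzyme final amount 10 nM / Medium: HEPES buffer, pH 7.5, plus ascorbate / Doses: one test concentration per compound / Incubation: 30 min reaction, 60 min detection, RT / Measured by: LANCE TR-FRET / Read-out: inhibition from TR-FRET ratio decrease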
Pf Dd2 growth = blocks growth of Plasmodium falciparum Dd2 parasites; P. falciparum Dd2 growth, SYBR Green, 72 h; stronger effect = lower value; activity change, % at 10 µM; 94,000 compounds, 2.3% hits; AID 1159554; in the data active = activity change below about -80%
C diff HTS = C. difficile growth inhibition. Clostridium difficile clinical isolate growth, OD600, 24 h; stronger effect = lower value. growth activity, negative = inhibition, % at 16 µg/mL (by protocol). 86,000 compounds, 0.25% hits. AID 1259249;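 active = mean growth activity at or below -80% and every replicate also at or below -80%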;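 also: 0% = DMSO wells and -100% = levofloxacin 16 µg/mL wells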
T cruzi growth = T. cruzi proliferation inhibition; T. cruzi beta-gal in NIH3T3, GalScreen luminescence, 90 h; inhibition, % at 8.34 µM; 77,000 compounds, 5.9% hits; AID 624255;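 active = mean inhibition above about 93%, with at least 55% of replicates each passing it, limit read from the data, passing the limit was not always enough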
Active calls of the source: *; / = no result given; & = joins results of further samples.

Values run as follows: Pf Dd2 growth	T cruzi growth	C diff HTS	GASC1 inh
- CN(C)CC(=O)N[C@H]1C=C[C@H](CC(=O)O)O[C@@H]1CO
→ 12.4	/	-9.4	-0.3
- C[C@@H]1CCCCO[C@@H](CN(C)C(=O)c2ccccc2)[C@H](C)CN([C@H](C)CO)C(=O)c2cc(NC(=O)C3CCCCC3)ccc2O1
→ -14.0	65.0	-11.2	2.1
- CO[C@H]1CN(C)C(=O)c2ccc(NC(=O)c3ccc(F)cc3)cc2OC[C@@H](C)N(C(=O)CC2CC2)C[C@@H]1C
→ -49.3	-163.5	/	0.5
- COc1cccc(NC(=O)N2CC(=O)N3[C@@H](CO)[C@@H](c4ccc(C#CC5CCCC5)cc4)[C@@H]3C2)c1
→ -19.9	/	-1.4	-1.4
- COc1ccc2c3c(n(C)c2c1)[C@H](CO)N(CC1CCCC1)CC31CN(C(=O)Nc2ccccc2)C1
→ -56.7	/	15.5	0.3
- O=C(Cc1ccccn1)NCC[C@H]1CC[C@@H](NS(=O)(=O)c2ccc(Cl)cc2)[C@H](CO)O1
→ -3.1	4.2	0.0	0.3
- C[C@@H]1CN([C@@H](C)CO)C(=O)Cc2cc(NC(=O)Nc3ccccc3)ccc2O[C@H]1CN(C)C(=O)Nc1ccc2c(c1)OCO2
→ -17.0	-10.4	0.1	15.1
- CC(C)(C)[S@](=O)N1Cc2cc(C(=O)NCc3ccncc3)nc(-c3cccc(-c4cccc(C#N)c4)c3)c2[C@@H]1CCO
→ -66.2	71.8	/	-1.0
- COC(=O)C[C@@H]1C[C@H]2c3cc(N)ccc3O[C@H]2[C@H](CO)O1
→ -5.4	-2.8	-1.7	/
- C/C=C/c1ccccc1[C@@H]1[C@@H](CO)N(C(=O)Cc2ccccn2)[C@H]1C#N
→ -12.3	/	-3.1	0.1
- CS(=O)(=O)Nc1ccc2c(c1)[C@H]1C[C@@H](CC(=O)NCc3ccc(-c4ccccc4)cc3)O[C@@H](CO)[C@H]1O2
→ -11.4	-55.3	0.6	-0.9
- C[C@@H]1CN([C@@H](C)CO)C(=O)Cc2cc(NC(=O)CCCCCC(=O)Nc3ccccc3N)ccc2O[C@H]1CN(C)C(=O)Nc1ccccc1
→ 31.4	/	10.3	-0.8
- C[C@H]1CCCCO[C@@H](CN(C)C(=O)Nc2ccccc2)[C@@H](C)CN([C@@H](C)CO)C(=O)c2cc(NC(=O)NC3CCCCC3)ccc2O1
→ -21.4	97.8*	/	-0.4
- C[C@@H]1CCCCO[C@@H](CN(C)C(=O)c2ccccc2)[C@H](C)CN([C@@H](C)CO)C(=O)c2cc(NC(=O)NC3CCCCC3)ccc2O1
→ -13.2	-10.9	-3.1	0.7
- CC(=O)N1[C@H](C(=O)Nc2nccs2)[C@@H](CO)[C@@H]2Cn3c(ccc(/C=C/c4ccccc4)c3=O)[C@@H]21
→ /	-31.7	3.1	-3.7
- Cc1cccc(-c2ccc(C3[C@H]4CNC[C@@H]3N4C(=O)Nc3ccc(F)cc3)cc2)c1 (stereo partly specified)
→ 3.5&-49.1	/	1.0&44.0	-0.4&-1.1
- C[C@@H]1CN([C@@H](C)CO)C(=O)Cc2cc(NC(=O)CCC(F)(F)F)ccc2O[C@@H]1CN(C)S(C)(=O)=O
→ 7.4	-6.0	-1.1	0.8
- CC(C)NC(=O)Nc1ccc2c(c1)CC(=O)N([C@@H](C)CO)C[C@H](C)[C@H](CN(C)C(=O)Nc1cccc3ccccc13)O2
→ -14.4	21.8	-5.8	0.5
- N#C[C@H]1[C@H](c2ccccc2)[C@H](CO)N1C(=O)c1cccnc1
→ 49.3	50.5	-9.4	0.4
- CC(C)C#Cc1ccc([C@@H]2[C@@H](CO)N3CCCCN(C(=O)Nc4ccccc4)C[C@H]23)cc1
→ -29.4	99.4*	14.6	1.7
- Cc1noc(C)c1NC(=O)N(C)C[C@H]1OCCCC[C@@H](C)Oc2ccc(NS(=O)(=O)c3cn(C)cn3)cc2C(=O)N([C@H](C)CO)C[C@@H]1C
→ 40.9	-7.5	-1.4	0.3
- CCCN1[C@H](C(=O)OC)[C@@H](CO)[C@@H]2Cn3c(ccc(-c4ccc(OC)cc4)c3=O)[C@@H]21
→ -3.6	78.8	4.5	18.1
- O=C(CC1CC1)Nc1ccc2c(c1)[C@H]1C[C@H](CC(=O)N3CCOCC3)O[C@H](CO)[C@H]1O2
→ -9.2	-45.5	-0.2	-0.4
- C[C@H](CO)N1C[C@H](C)[C@H](CN(C)Cc2ccc(C(F)(F)F)cc2)OCCCC[C@H](C)Oc2ccc(NC(=O)c3ccccc3)cc2C1=O
→ 18.5	78.4	26.9	-0.7
- O=C(C[C@H]1CC[C@H]2[C@@H](COC[C@@H](O)CN2Cc2ccc(Cl)cc2)O1)NCc1cccc(F)c1
→ -1.6	/	14.8&-14.4	0.0
- C[C@H]1CCCCO[C@@H](CN(C)C(=O)C2CCCCC2)[C@@H](C)CN([C@@H](C)CO)C(=O)c2cc(NC(=O)Cc3ccccc3)ccc2O1
→ -87.0*	61.1	8.5	0.2
- CCCNC(=O)N1C[C@H]2[C@@H](c3ccccc31)[C@H](CO)N2CC1CCCCC1
→ -4.1	54.2	12.2	-1.7
- C[C@@H]1CN([C@@H](C)CO)C(=O)c2cccc(NC(=O)Nc3ccc(C(F)(F)F)cc3)c2O[C@H]1CN(C)Cc1ccncc1
→ 1.7	/	2.7	-0.2
- CCC(=O)N(C)C[C@@H]1Oc2cc(C#CC3CC3)ccc2S(=O)(=O)N([C@H](C)CO)C[C@@H]1C
→ 7.3	-65.3	/	-1.2
- C[C@H](CO)N1C[C@H](C)[C@H](CN(C)C(=O)c2ccccc2F)Oc2ncc(-c3cncnc3)cc2C1=O
→ 14.4	123.7	0.6	-0.2

A different layout for some results above.
SMILES	Pf Dd2 growth	T cruzi growth	C diff HTS	GASC1 inh
O=C(Cc1ccccn1)NCC[C@H]1CC[C@@H](NS(=O)(=O)c2ccc(Cl)cc2)[C@H](CO)O1	-3.1	4.2	0.0	0.3
CCCNC(=O)N1C[C@H]2[C@@H](c3ccccc31)[C@H](CO)N2CC1CCCCC1	-4.1	54.2	12.2	-1.7
CCCN1[C@H](C(=O)OC)[C@@H](CO)[C@@H]2Cn3c(ccc(-c4ccc(OC)cc4)c3=O)[C@@H]21	-3.6	78.8	4.5	18.1
C[C@@H]1CN([C@@H](C)CO)C(=O)Cc2cc(NC(=O)CCC(F)(F)F)ccc2O[C@@H]1CN(C)S(C)(=O)=O	7.4	-6.0	-1.1	0.8

New compounds follow
Values run as follows: Pf Dd2 growth	T cruzi growth	C diff HTS	GASC1 inh
- C[C@H](CO)N1C[C@H](C)[C@H](CN(C)S(C)(=O)=O)Oc2ccc(NS(=O)(=O)c3ccccc3)cc2CC1=O
→ 17.2	38.6	-2.7	-0.9
- C/C=C/c1ccc([C@H]2[C@@H](CO)N3CCCCN(C(=O)Nc4cc(F)ccc4F)C[C@@H]23)cc1
→ -32.4	93.6	0.5	-1.3
- C[C@@H]1CN([C@H](C)CO)C(=O)c2cccc(NC(=O)c3cnccn3)c2O[C@@H]1CN(C)Cc1ccc(-c2ccccc2)cc1
→ -59.5	-7.9	2.4	0.6
- CS(=O)(=O)Nc1ccc2c(c1)[C@@H]1C[C@@H](CC(=O)NC3CCCC3)O[C@@H](CO)[C@@H]1O2
→ 7.9	-0.3	2.5	-0.3
- O=C(C1CC1)N1CCCCN2[C@@H](CO)[C@@H](c3ccc(C#CC4CCCC4)cc3)[C@@H]2C1
→ -14.6	44.6	-8.7	0.1
- CN(C)Cc1cn(CC[C@H]2CC[C@@H](NS(=O)(=O)c3ccccc3)[C@H](CO)O2)nn1
→ /	/	-0.3	0.7
- O=C(Cc1cccnc1)N1CC(=O)N2[C@@H](CO)[C@H](c3ccc(C#CC4CCCCC4)cc3)[C@@H]2C1
→ 14.3	/	-16.7	-0.3
- Cc1noc(C)c1S(=O)(=O)N(C)C[C@H]1OCCCC[C@H](C)Oc2ccc(NC(=O)C3CCCCC3)cc2C(=O)N([C@@H](C)CO)C[C@H]1C
→ -61.4	-4.1	5.6	0.1
- CN1C(=O)c2cc(NC(=O)c3cscn3)ccc2OC[C@H]2O[C@H](CC(=O)NCc3ccc(Cl)c(Cl)c3)CC[C@H]21
→ -6.1	-2.3	0.9	-4.1
- Cc1cc(C(=O)Nc2cccc3c2O[C@H](CN(C)Cc2ccc(C(F)(F)F)cc2)[C@H](C)CN([C@H](C)CO)C3=O)n(C)n1
→ -42.0	18.1	2.2	-0.6
- CCCNC(=O)N1[C@@H](CO)[C@H](c2ccccc2)[C@@H]1CNC(=O)c1ccc(F)cc1
→ 18.0	43.6	/	-2.8
- COCC(=O)Nc1ccc2c(c1)C(=O)N(C)C[C@@H](OC)[C@@H](C)CN(Cc1cncnc1)[C@H](C)CO2
→ 37.2	-364.6	1.0	-1.8
- CCNC(=O)C[C@@H]1CC[C@H]2[C@H](COc3ccc(NC(=O)Cc4ccccc4)cc3C(=O)N2C)O1
→ -6.6	9.4	2.8	-0.9
- CNC(=O)C[C@H]1CC[C@H]2[C@H](COc3ccc(NC(=O)C4CCCCC4)cc3C(=O)N2C)O1
→ 8.8	25.5	-0.5	-1.3
- CC(=O)N(C)C[C@@H]1Oc2ncc(-c3ccc(C)cc3)cc2C(=O)N([C@@H](C)CO)C[C@@H]1C
→ 9.7	13.7	-0.6	-7.1

With a hit mark in Pf Dd2 growth (from the list above):
SMILES	Pf Dd2 growth	GASC1 inh
C[C@H]1CCCCO[C@@H](CN(C)C(=O)C2CCCCC2)[C@@H](C)CN([C@@H](C)CO)C(=O)c2cc(NC(=O)Cc3ccccc3)ccc2O1	-87.0*	0.2

(further entries)
Values run as follows: Pf Dd2 growth	T cruzi growth	C diff HTS	GASC1 inh
- C[C@@H]1CN([C@@H](C)CO)C(=O)Cc2cc(NS(=O)(=O)c3cn(C)cn3)ccc2O[C@H]1CN(C)Cc1ccc(C(=O)O)cc1
→ 23.8	29.9	0.5	-0.4
- CCCNC(=O)N(C)C[C@H]1Oc2cc(-c3ccc(C)cc3)ccc2S(=O)(=O)N([C@@H](C)CO)C[C@H]1C
→ -25.0	-7.6	-4.8	-0.4
- C[C@@H]1CN([C@H](C)CO)C(=O)c2cc(C#Cc3ccccn3)cnc2O[C@H]1CN(C)C(=O)c1ccccn1
→ -16.5	/	2.4	3.7
- CC(C)CC#Cc1cnc2c(c1)C(=O)N([C@H](C)CO)C[C@H](C)[C@@H](CN(C)C(=O)Cc1cccnc1)O2
→ 23.1	3.6	-2.4	-1.7
- CO[C@H]1CN(C)C(=O)c2cc(NC(=O)c3ccccc3F)ccc2OC[C@H](C)NC[C@@H]1C
→ 9.7	58.2	/	1.0
- C[C@H]1CN([C@@H](C)CO)S(=O)(=O)c2ccc(-c3cccc(C#N)c3)cc2O[C@H]1CN(C)Cc1cccc(F)c1
→ -73.0	80.8	8.3	/
- C[C@H](CO)N1C[C@H](C)[C@H](CN(C)C(=O)Nc2ccccc2)Oc2ccc(NC(=O)Cc3ccccc3)cc2CC1=O
→ -13.7	37.8	1.9	-0.7

Whole records, quoted from the list. Screens in order: Pf Dd2 growth	T cruzi growth	C diff HTS	GASC1 inh
CCCNC(=O)N(C)C[C@H]1Oc2cc(-c3ccc(C)cc3)ccc2S(=O)(=O)N([C@@H](C)CO)C[C@H]1C in the list: -25.0	-7.6	-4.8	-0.4
C[C@H](CO)N1C[C@H](C)[C@H](CN(C)C(=O)Nc2ccccc2)Oc2ccc(NC(=O)Cc3ccccc3)cc2CC1=O in the list: -13.7	37.8	1.9	-0.7
C[C@H]1CN([C@@H](C)CO)S(=O)(=O)c2ccc(-c3cccc(C#N)c3)cc2O[C@H]1CN(C)Cc1cccc(F)c1 in the list: -73.0	80.8	8.3	/
